PglD inh – PglD (C. jejuni) enzyme inhibition | purified PglD enzyme, DTNB colorimetric CoA detection | inhibition, % at 12.5 µM | 360,000 tested, 0.098% active | AID 602405; in the data active = inhibition above about 16%, passing the limit was not always enough; note: strong numbers were not always called active
RAD54 inh – inhibitors of human RAD54 branch migration | Q92698 | RAD54 Holliday junction branch migration, FAM/BHQ fluorescence | inhibition, % at 10.4 µM | 360,000 tested, 0.14% active;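 active = mean normalized replicate activity at least 40 and at least half of replicates scoring 40 or more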;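 note: 0% = median of neutral control wells and 100% = median of positive control wells; inhibitors cause a drop in the FAM fluorescence signal; in these data hits start at about 50%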
esBAF inh – SWI/SNF esBAF complex inhibition; mouse ES cells, Bmi1-luciferase knock-in reporter, 24 h; 100% = twice the neutral-well signal; 350,000 tested, 2% active; reporter increase, % at 12.5 µM; in the data active = activation above about 40%;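 note: 0% = median of the plate's neutral control wells and 100% = double that signal; a rise in the Bmi1 reporter signal indicates esBAF inhibition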
E-selectin induc – E-selectin induction on HUVECs | activation, % at 7.58 µM | P16581 | AID 686992 | 260,000 tested, 0.37% active | HUVEC E-selectin immunofluorescence imaging; normalized: neutral wells 0, TNF-alpha wells 100;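 active = mean E-selectin-positive cell signal at least 10% of the positive control, reached in at least 60% of replicates, without over 20% cell loss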;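 note: in these data hits start at about 27%; measured in HUVEC primary endothelial cells; signal is the percent of cells scored E-selectin positive by PE staining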
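Read-out: % PE-positive cells | Test system: HUVEC | Doses: One compound dose added by pin transfer | Buffer or medium: EGM-2 over gelatin coat | Signal: Immunofluorescence imaging | Benchmarks: TNF-alpha, DMSO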
RAD52 inh – RAD52 (human) annealing inhibition. inhibition, % at 18.7 µM. 360,000 tested, 0.46% active. recombinant RAD52 DNA annealing, FRET fluorescence. P43351. AID 651710;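 active = every replicate showing at least 50% inhibition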
Target sequence (P43351 whole entry, looked up): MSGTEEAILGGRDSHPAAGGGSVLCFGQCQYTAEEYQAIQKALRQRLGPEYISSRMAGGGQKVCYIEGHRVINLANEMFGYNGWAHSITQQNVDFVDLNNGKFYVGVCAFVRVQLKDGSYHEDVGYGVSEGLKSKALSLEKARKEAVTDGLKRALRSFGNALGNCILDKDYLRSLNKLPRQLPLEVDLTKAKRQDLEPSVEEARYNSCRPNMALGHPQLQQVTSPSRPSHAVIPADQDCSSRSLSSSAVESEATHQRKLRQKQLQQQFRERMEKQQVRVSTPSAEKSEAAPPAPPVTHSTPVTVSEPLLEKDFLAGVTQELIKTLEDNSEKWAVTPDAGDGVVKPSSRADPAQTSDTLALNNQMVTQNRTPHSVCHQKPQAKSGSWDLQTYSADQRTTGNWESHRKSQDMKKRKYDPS
CASP6 VEID inh – caspase-6 (human) enzyme inhibition. inhibition, % at 12.5 µM. 350,000 tested, 0.53% active. AID 686996. purified caspase-6, Z-VEID-R110 cleavage fluorescence. P55212;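 active = mean inhibition across replicates at least about 35%, with every replicate also reaching that limit, limit read from the data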;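 note: 0% = median of neutral control wells and 100% = no fluorescence left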
Target sequence (P55212 24-179 limits assumed): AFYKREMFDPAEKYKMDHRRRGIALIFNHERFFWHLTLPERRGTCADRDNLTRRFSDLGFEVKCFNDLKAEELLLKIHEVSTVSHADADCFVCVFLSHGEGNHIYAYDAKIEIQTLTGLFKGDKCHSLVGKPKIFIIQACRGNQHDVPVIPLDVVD
Target sequence (P55212 194-293 limits assumed): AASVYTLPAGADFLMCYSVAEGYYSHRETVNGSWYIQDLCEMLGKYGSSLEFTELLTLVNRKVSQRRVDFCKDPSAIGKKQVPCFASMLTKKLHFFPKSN
ERp5 inh – blocks human ERp5 reductase activity on insulin; ERp5 insulin aggregation, absorbance 650 nm, 90 min; inhibition, % at 9.99 µM; 350,000 tested, 0.05% active; AID 651711;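 active = mean replicate inhibition above about 25%, with every replicate also reaching it, limit read from the data, passing the limit was not always enough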
ARNT-TACC3 inh – ARNT/TACC3 interaction disruption | Q9Y6A5 | AlphaScreen His-ARNT PAS-B/GST-TACC3 binding, luminescence; TACC3 fragment carries E629A point mutation | inhibition, % at 9.99 µM | 390,000 tested, 0.66% active | AID 623870;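 active = mean inhibition of replicates at least 50% and at least half of replicates each reaching 50%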;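 note: 0% = complete ARNT plus TACC3 wells and 100% = ARNT alone without TACC3; many hits fall short of the cut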
The depositor's hits bear a star; / = no result given. Not all compounds are listed; count on the stated rates, not on these rows.

SMILES | PglD inh | RAD54 inh | esBAF inh | E-selectin induc | RAD52 inh | CASP6 VEID inh | ERp5 inh | ARNT-TACC3 inh
COC(=O)C1=C(c2cccc(OCc3ccccc3)c2)C[C@@H]2CC[C@H]1N2C(=O)NCCN1CCOCC1 | 1 | -2 | 0 | -0.1 | -4 | 1 | 4 | -5
COC(=O)[C@@H]1[C@@H](CO)[C@@H]2Cn3c(ccc(C4=CCCC4)c3=O)[C@H]1N2CC1CCCCC1 | -1 | 3 | 2 | 0.2 | -18 | 1 | 1 | 4
COc1ccc(CN2CC3CC(C2)c2cccc(=O)n2C3)cc1OC (configuration not stated) | 7 | 17 | 8 | / | / | / | / | -5
O=c1[nH]c(=S)n(C2CC2)c(O)c1C=NCC1CCCO1 (configuration not stated) | / | / | / | / | -3 | 0 | 3 | -7
Cn1c(O)c(C(=O)c2ccccc2)c(=O)n(C)c1=O | 5 | -7 | -7 | / | / | / | / | -28
CCc1ccc(C(=O)C23CN4CN(CN(C4)C2)C3)cc1 | -3 | -10 | -6 | / | / | / | / | -1
CCN1CCN(Cc2ccc(C)cc2C)CC1 | -6 | 11 | 0 | / | / | / | / | -7
O=C(O)c1ccc([N+](=O)[O-])c([N+](=O)[O-])c1 | 3 | 10 | -2 | 0.3 | -11 | 41* | -6 | 0
C[C@H]1CCC[C@@H](O)CCC/C=C/c2cc(O)cc(O)c2C(=O)O1 | 5 | -2 | 4 | / | / | / | / | 6
N#CCCn1cc(C(=O)Nc2ccc(F)cc2)c(-c2ccc([N+](=O)[O-])cc2)n1 | / | / | / | 2.8 | -9 | -5 | 5 | 8
Cc1cccc(C)c1NC(=O)CN(C)CC(=O)Nc1ccc(C#N)c(Cl)c1 | 6 | 30 | -1 | / | / | / | / | 0
CCOC(=O)[C@]12Cc3cc(Cl)ccc3[C@H]1N(C(C)C)C(=O)c1ccccc12 | / | / | / | -0.3 | -28 | 3 | -4 | /
O=c1[nH]c(=S)n(C2CC2)c(O)c1C=Nc1ccc2c(c1)OCO2 | / | / | / | 3.2 | -15 | 6 | -2 | -7
c1ccc(Nc2ccc3ccccc3c2)cc1 | -2 | -3 | 74* | / | 11 | -6 | 8 | -2
COc1ccc(/C=C/C2=CCN(C)CC2)cc1 | -6 | -1 | 10 | / | -4 | -25 | -3 | 5
CCOC(=O)C1=C(C)OC(N)=C(C(=O)OC)C12C(=O)Nc1ccc(Br)cc12 (configuration not stated) | -3 | -1 | 1 | / | / | / | / | -4
C[C@H]1O[C@@H](OC2CC[C@]3(C=O)[C@H]4CC[C@]5(C)[C@@H](C6=CC(=O)OC6)CC[C@]5(O)[C@@H]4CC[C@]3(O)C2)CC2OC(C)(C)OC21 (some centres not stated) | / | / | / | / | -11 | -1 | 1 | 2
COc1cc(OC)cc(C(=O)NCCN2CCC3(CC2)C(=O)NCN3c2ccccc2)c1 | / | / | / | 0.1 | -3 | -14 | 10 | /
O=c1[nH]c(=S)n(-c2cccc(Cl)c2)c(O)c1C=NCCN1CCNCC1 | 2 | -1 | -4 | -0.2 | -28 | -28 | 1 | 5
COc1ccc(/C=C/C(=O)NC(=S)N2C[C@H]3C[C@H](C2)c2cccc(=O)n2C3)cc1 | 5 | 3 | 1 | / | -8 | 4 | -3 | -8
CN(C)C(=O)Oc1ccnc2cc(Cl)ccc12 | 7 | 2 | 0 | / | -5 | -4 | -6 | 0
O=C1C2CCCN2C(c2cccnc2)N1c1nccs1 (configuration not stated) | -1 | 0 | -3 | / | / | / | / | 4
COc1ccc(CC(=O)N2C[C@H]3C[C@@H](C2)c2cccc(=O)n2C3)cc1 | -9 | -9 | 3 | / | -9 | -3 | 0 | -8
Cc1cccc(C)c1-n1nnnc1C(c1ccccc1OC(F)(F)F)N1CCC(n2c(=O)[nH]c3ccccc32)CC1 (configuration not stated) | 9 | -4 | -1 | / | -13 | -3 | -2 | /
COc1ccc(N=C(C)c2c(O)n(C)c(=O)n(C)c2=O)c(OC)c1 | 2 | 3 | 5 | / | / | / | / | -4
CCN1CCN(Cc2nc3ccc([N+](=O)[O-])cc3c(=O)n2-c2ccccc2F)CC1 | -1 | 13 | -2 | 0.1 | -3 | / | 3 | -1
Cc1ccccc1-c1nc(CS(=O)CC(=O)N2CCC3(CC2)OCCO3)c(C)o1 (configuration not stated) | 3 | 7 | -4 | / | / | / | / | -7
c1ccc2c(CN3CCCCC3)c[nH]c2c1 | -7 | 0 | -7 | 5.5 | -2 | 0 | -1 | -6
O=C(Cc1ccccc1)N1CCCCN2[C@@H](CO)[C@@H](c3ccc(-c4ccccc4)cc3)[C@@H]2C1 | 9 | -7 | / | 0.5 | -9 | 0 | 2 | 10
CN1CCN(c2nc(N(C)C)oc(=O)c2C#N)CC1 | 4 | -2 | -8 | / | / | / | / | 0
ON1C2CCCCC2N(O)C1c1ccccc1F (configuration not stated) | -3 | 1 | 2 | / | / | / | / | 6
Cc1cc(OCC(=O)NCc2ccncc2)c2c3c(c(=O)oc2c1)CCC3 | -8 | 2 | -4 | / | -18 | 0 | 4 | -6
C[C@H](CO)N1C[C@H](C)[C@H](CN(C)C(=O)Oc2ccc3ccccc3c2)OCc2cnnn2CCCC1=O | 0 | -17 | 3 | 0.0 | 10 | -1 | 2 | -7
COCCCn1c(N)c(C(=O)Nc2ccccc2)c2nc3ccccc3nc21 | -2 | -1 | -11 | -0.2 | -13 | -2 | 1 | /
Cc1cc(C(=O)N2CCC3(CC2)OCCO3)cs1 | 1 | -3 | 3 | / | / | / | / | -1
CC1=C(C(=O)O)N2C(=O)C(NC(=O)Cc3ccccc3)C2SC1 (configuration not stated) | -6 | 1 | 1 | -0.3 | -25 | 0 | 1 | -3
CCOC(=O)C1=C(C)c2ccccc2OC1(C(=O)OCC)c1ccccc1 (configuration not stated) | 0 | 1 | -12 | / | -16 | 0 | 1 | 9
CCN(CC)CCN=C(C)c1c(O)n(-c2ccccc2OC)c(=O)[nH]c1=O | 2 | 8 | 1 | / | / | / | / | 2
CC(=NCCN1CCCCC1)c1c(O)n(-c2ccc(Cl)cc2)c(=O)[nH]c1=O | 1 | 0 | -7 | / | / | / | / | 2
O=C(C(=O)N1CCOCC1)c1cn(Cc2c(F)cccc2Cl)c2ccccc12 | / | / | / | / | -3 | -3 | 1 | -3

Two records drawn at random from those above:
SMILES | PglD inh | RAD54 inh | esBAF inh | E-selectin induc | RAD52 inh | CASP6 VEID inh | ERp5 inh | ARNT-TACC3 inh
CCOC(=O)C1=C(C)c2ccccc2OC1(C(=O)OCC)c1ccccc1 (configuration not stated) | 0 | 1 | -12 | / | -16 | 0 | 1 | 9
CC1=C(C(=O)O)N2C(=O)C(NC(=O)Cc3ccccc3)C2SC1 (configuration not stated) | -6 | 1 | 1 | -0.3 | -25 | 0 | 1 | -3

The list goes on:
SMILES | PglD inh | RAD54 inh | esBAF inh | E-selectin induc | RAD52 inh | CASP6 VEID inh | ERp5 inh | ARNT-TACC3 inh
Cc1cccn2c(=O)c3c(nc12)N1CCC(Cc2ccccc2)CC1C1(C3)C(=O)N(C)C(=O)N(C)C1=O (configuration not stated) | 0 | -1 | 2 | / | / | / | / | 2
Clc1ccc(C[n+]2c(-c3ccccc3)cc(-c3ccccc3)cc2-c2ccccc2)cc1 | -5 | 17 | -87 | / | 16 | 7 | -10 | 5
COc1cccc(-n2c(CN3CCOCC3)nc3ccc([N+](=O)[O-])cc3c2=O)c1 | -1 | -5 | -4 | / | 4 | 2 | 8 | 0
COc1ccc(C(=O)CC(c2ccc3c(c2)OCO3)c2c(O)c3ccccc3oc2=O)cc1OC (configuration not stated) | 3 | -17 | 11 | 0.1 | -16 | 2 | 0 | /
COc1ccc(C[C@@H]2c3cc(O)c(OC)cc3CCN2C)cc1O | 4 | -4 | 2 | -0.1 | -3 | 8 | -9 | -1
CCc1cccc(C)c1NC(=S)N1CC2CC(C1)c1cccc(=O)n1C2 (configuration not stated) | / | / | / | / | -3 | 2 | -1 | 1
O=C(O)C1C2CCC(O2)C1C(=O)Nc1cccc(Br)c1 (configuration not stated) | -2 | -3 | 8 | / | -5 | 5 | 2 | 3
COc1ccc(CCn2c(O)c(C=NCc3ccc4c(c3)OCO4)c(=O)[nH]c2=O)cc1OC | 0 | -3 | -1 | / | / | / | / | 0
COC(=O)C1=C(c2cc3ccccc3o2)C[C@@H]2CC[C@H]1N2C(=O)NCCO | 5 | -6 | 1 | -0.2 | -12 | -5 | 4 | /
Cc1ccc(C)c(OCC(=O)N2CCN(Cc3ccc4c(c3)OCO4)CC2)c1 | / | / | / | -0.3 | -17 | -3 | 2 | 7
Cc1ccc(S(=O)(=O)Nc2cc(C(=O)N3CCC4(CC3)OCCO4)ccc2N2CCCCC2)cc1 | -1 | 4 | 2 | / | / | / | / | -2
CC(=O)NNC(=O)CN1C(=O)CN=C(c2ccccc2)c2cc(Br)ccc21 | / | / | / | / | -11 | -2 | 2 | 4
CCc1nc(N2CCNCC2)c(C#N)c2c1CSC(C)(C)C2 | 5 | -11 | -7 | / | / | / | / | 5
O=[N+]([O-])c1cc2c(cc1CNCCc1ccc3c(c1)OCO3)OCO2 | 3 | 3 | / | / | -12 | 1 | 0 | /
C[N+]1(C)[C@@H]2CC[C@H]1CC(OC(=O)[C@@H](CO)c1ccccc1)C2 (some centres not stated) | 3 | -3 | 1 | 0.2 | 0 | 3 | -1 | 29
CCN(CC)c1ccc(CNCCc2ccccc2F)cc1 | / | / | / | 6.3 | -4 | -2 | 0 | 12
C1=C(CCNCc2ccccc2)CCCC1 | 0 | 0 | 1 | / | / | / | / | -1
O=C1NC(=O)N(Cc2ccc(F)cc2)C(=O)/C1=C\c1ccc(N2CCCC2)cc1 | / | / | / | / | -107 | 2 | -1 | 17
NCCc1ccccc1 | 5 | -7 | -3 | / | -8 | -1 | -1 | -2
O=c1[nH]cc(COCC(F)(F)C(F)(F)C(F)(F)F)c(=O)[nH]1 | 0 | 6 | 2 | / | / | / | / | -3
COc1ccc(CNCCc2c(C)[nH]c3ccc(OC(F)(F)F)cc23)c(OC)c1 | 0 | 19 | -22 | 0.5 | 15 | 2 | 1 | 10

A draw from above in order of molecular weight, descending.
SMILES | PglD inh | RAD54 inh | esBAF inh | E-selectin induc | RAD52 inh | CASP6 VEID inh | ERp5 inh | ARNT-TACC3 inh
Cc1ccc(S(=O)(=O)Nc2cc(C(=O)N3CCC4(CC3)OCCO4)ccc2N2CCCCC2)cc1 | -1 | 4 | 2 | / | / | / | / | -2
COc1ccc(CCn2c(O)c(C=NCc3ccc4c(c3)OCO4)c(=O)[nH]c2=O)cc1OC | 0 | -3 | -1 | / | / | / | / | 0
CC(=O)NNC(=O)CN1C(=O)CN=C(c2ccccc2)c2cc(Br)ccc21 | / | / | / | / | -11 | -2 | 2 | 4
O=C1NC(=O)N(Cc2ccc(F)cc2)C(=O)/C1=C\c1ccc(N2CCCC2)cc1 | / | / | / | / | -107 | 2 | -1 | 17
Cc1ccc(C)c(OCC(=O)N2CCN(Cc3ccc4c(c3)OCO4)CC2)c1 | / | / | / | -0.3 | -17 | -3 | 2 | 7
COC(=O)C1=C(c2cc3ccccc3o2)C[C@@H]2CC[C@H]1N2C(=O)NCCO | 5 | -6 | 1 | -0.2 | -12 | -5 | 4 | /
CCc1cccc(C)c1NC(=S)N1CC2CC(C1)c1cccc(=O)n1C2 (configuration not stated) | / | / | / | / | -3 | 2 | -1 | 1
O=C(O)C1C2CCC(O2)C1C(=O)Nc1cccc(Br)c1 (configuration not stated) | -2 | -3 | 8 | / | -5 | 5 | 2 | 3
O=c1[nH]cc(COCC(F)(F)C(F)(F)C(F)(F)F)c(=O)[nH]1 | 0 | 6 | 2 | / | / | / | / | -3
CCc1nc(N2CCNCC2)c(C#N)c2c1CSC(C)(C)C2 | 5 | -11 | -7 | / | / | / | / | 5
C[N+]1(C)[C@@H]2CC[C@H]1CC(OC(=O)[C@@H](CO)c1ccccc1)C2 (some centres not stated) | 3 | -3 | 1 | 0.2 | 0 | 3 | -1 | 29
C1=C(CCNCc2ccccc2)CCCC1 | 0 | 0 | 1 | / | / | / | / | -1
NCCc1ccccc1 | 5 | -7 | -3 | / | -8 | -1 | -1 | -2
